Screening data as filed in PubChem BioAssay.
ER stress surv = ER stress cell death inhibition. CSM14.1 thapsigargin ER stress survival, ATP luminescence. relative survival (cellular ATP), % at 15 µg/mL (by protocol). 0.33% of 48,000 active;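 active means survival measured by cellular ATP above 50% at 15 µg/ml in the first screen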;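 further: cell death triggered by about 15 µM thapsigargin; ATP read 24 h after thapsigargin was added; plate controls were thapsigargin with DMSO for no effect and DMSO without thapsigargin for full effect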
Numbers without * were called inactive.

A first look, 2 compounds:
SMILES	ER stress surv
COc1ccc(C2CC(=O)C3=C(C2)Nc2ccccc2NC3c2ccccc2Br)cc1 (stereo unspecified)	8
O=C(N/N=C/c1ccco1)c1cc(-c2ccc(Cl)cc2)n[nH]1	3

Results, repeating the preview:
SMILES	ER stress surv
COc1ccc(C2CC(=O)C3=C(C2)Nc2ccccc2NC3c2ccccc2Br)cc1 (stereo unspecified)	8
O=C(N/N=C/c1ccco1)c1cc(-c2ccc(Cl)cc2)n[nH]1	3
N#C/C(=C\c1ccc(-c2ccc(Cl)cc2)o1)c1ccc(Cl)cc1	5
COC(=O)CN(c1cc(C)ccc1C)S(=O)(=O)c1ccccc1	-3
CC(=O)NC1=NC(=O)/C(=C\c2ccccc2F)S1	-4
CC1CCN(CCC(=O)N/N=C/c2ccc(N(C)C)cc2)CC1	-3
CC(=O)C1=C(O)C(=O)N(CC2CCCO2)C1c1ccc2c(c1)OCO2 (stereo unspecified)	-7
COc1cc(/C=C2\SC(=S)N(C(C(=O)O)C(C)C)C2=O)ccc1O (stereo unspecified)	10
Cc1c(Cc2ccccc2)c(=O)oc2c(C)c(OCC(=O)N(C)C)ccc12	4
Cc1ccc(N2C(=O)CC(Sc3ccc4ccccc4c3)C2=O)cc1 (stereo unspecified)	-2
Cc1ccc2c(c1)c1c(n2CCC(N)=O)C(=O)CCC1	-1
Cc1ccnc(NS(=O)(=O)c2ccc(N3C(=O)c4ccc(C(=O)O)cc4C3=O)cc2)n1	10
O=C(NC1CCS(=O)(=O)C1)/C(=C\c1ccco1)NC(=O)c1ccccc1 (stereo unspecified)	14
CCCCN(C)C(=O)c1ccc(C(=O)N(C)CCCC)cc1	-1
COc1ccc(CCNC(=O)/C=C/c2ccco2)cc1OC	12
O=C1CC(N2CCN(c3ccccn3)CC2)C(=O)N1c1ccc(Br)cc1 (stereo unspecified)	11
CCc1ccc(O)c(N=Cc2cccc(C)c2O)c1	-1
COC(=O)c1ccc(NC(=O)CC(=O)Nc2ccc(C(=O)OC)cc2)cc1	12
CCOC(=O)c1ccccc1NC(=O)CCNS(=O)(=O)c1ccccc1[N+](=O)[O-]	0
O=C(CN(c1ccc(F)cc1)S(=O)(=O)c1ccccc1)Nc1ccc(Br)cc1	2
O=C1N=c2ccccc2=C1c1s/c(=N\Nc2ccccc2)n(-c2ccccc2)c1O	-4
O=[N+]([O-])c1ccc(S(=O)(=O)N2CCSC2c2ccc(Cl)cc2)cc1 (stereo unspecified)	19
NC1=NC(=O)CC(C(=O)Nc2ccc(Cl)cc2)S1 (stereo unspecified)	2
CC(=O)CC(=O)Nc1ccc(C(C)C)cc1	1
Cc1ccccc1C(=O)NNC(=O)c1ccc2ccccc2c1	6
COC(=O)[C@]1(C)C=C2C3=CC(=O)C4[C@@]5(C)CCC(O)C(C)(C)C5CC[C@@]4(C)[C@]3(C)CC[C@@]2(C)CC1 (stereo partly specified)	11
O=C(NCc1cccnc1)c1cc(-c2ccccc2)nc2ccccc12	1
Nc1n[nH]c(N)c1N=Nc1ccc(Cl)cc1	2
NC(=O)c1ccc(NC(=S)Nc2ccccc2)cc1	6
CC(O)C(=O)NS(=O)(=O)c1ccccc1 (stereo unspecified)	5
CCOc1ccc2c(c1)-c1c(ssc1=S)C(C)(C)N2C(=O)CN1C(=O)c2ccccc2C1=O	9
Cc1ccc(-c2nc3ccccc3o2)cc1NC(=O)c1ccc(-c2ccc([N+](=O)[O-])cc2)o1	-4
CC(=O)C1=C(C)N=c2s/c(=C/c3ccc(N(C)C)cc3)c(=O)n2C1c1ccccc1 (stereo unspecified)	2
CCOc1ccccc1N(CC(=O)N1CCOCC1)S(=O)(=O)c1ccccc1	7
CC1=NN(c2ccccc2)C(=O)/C1=C\c1ccc(N2CCOCC2)c([N+](=O)[O-])c1	-1
O=c1oc2cc(OCc3ccc(F)cc3)ccc2cc1-c1nc2ccccc2s1	4
CN1C(=O)/C(=C\c2cc(Cl)ccc2OCc2ccccc2Cl)SC1=S	15
COc1cccc(C2/C(=C(\O)c3ccccc3)C(=O)C(=O)N2CCCC(=O)O)c1 (stereo unspecified)	11
CCN(CC)CCN1C(=O)C(O)=C(C(=O)/C=C/c2ccccc2)C1c1ccc(C)cc1 (stereo unspecified)	2
CC(=O)N1Cc2ccccc2C(C)CC12CCCC2 (stereo unspecified)	11

Already shown: an excerpt of the list.
SMILES	ER stress surv
Cc1ccccc1C(=O)NNC(=O)c1ccc2ccccc2c1	6
COC(=O)[C@]1(C)C=C2C3=CC(=O)C4[C@@]5(C)CCC(O)C(C)(C)C5CC[C@@]4(C)[C@]3(C)CC[C@@]2(C)CC1 (stereo partly specified)	11
O=C(NCc1cccnc1)c1cc(-c2ccccc2)nc2ccccc12	1
Nc1n[nH]c(N)c1N=Nc1ccc(Cl)cc1	2
NC(=O)c1ccc(NC(=S)Nc2ccccc2)cc1	6

Remaining list, next part.
SMILES	ER stress surv
CCN(C=NC1=NN(c2ccccc2)CC1)CC	-5
CN(C)c1ccc(-c2nc3ccccn3c2/N=C/c2cccc([N+](=O)[O-])c2O)cc1	-6
O=C(NCc1ccccn1)c1ccc(O)cc1	4
Cc1cccc(-c2cc(C(=O)N3CCN(c4cccc(C)c4C)CC3)c3ccccc3n2)c1	6
CC1=C(C(=O)Nc2ccccc2)C(c2cc(C)cs2)NC(=O)N1 (stereo unspecified)	1
COc1ccc2c(c1OC)C(=O)N1c3ccccc3N=C(c3ccc(Cl)cc3)CC21 (stereo unspecified)	4
CC(=O)c1ccc(N2C(=O)c3c(Cl)c(Cl)c(Cl)c(Cl)c3C2=O)cc1	2
COC(=O)C1=C(C)NC(C)=C(C(=O)OC)C1c1ccc(I)cc1	-1
COc1cc(CN=Cc2c(O)n(-c3ccccc3Cl)c(=O)[nH]c2=O)cc(OC)c1	2
COc1cc(/C=N/NC(=O)C2CC(=O)N(c3ccc(Cl)cc3)C2)cc(OC)c1OC (stereo unspecified)	2
C=CCNC(=O)C(=O)Nc1ccccc1C	8
Cc1ccc(C(=O)/C=C/Nc2cccc(O)c2)cc1	-9
CCOc1ccc(C(=O)Nc2ccc(NC(=O)CC)cc2)cc1Cl	0
CN(C)c1cc(N/N=C/c2cccc([N+](=O)[O-])c2)nc(N(C)C)n1	6
CC(C)c1ccccc1OCCCN1CCCCC1	-4
CCOc1ccc2ccc(OCC)c(/C=C3/NC(=S)NC3=O)c2c1	3
O=C(Nc1ccc(-c2ccc([N+](=O)[O-])cc2)cc1)c1ccccc1F	-4
CCOc1cc(/C=N/NC(=O)COc2cccc(C)c2)ccc1OC(=O)c1cccs1	9
CNC(=S)N(CCc1ccccc1)C1CC(=O)N(c2ccc(Br)cc2)C1=O (stereo unspecified)	-3
CC(C)(C)N1C(=O)c2ccc(C(=O)Nc3ccc(I)cc3C(=O)O)cc2C1=O	7
CCOc1ccc(OC)cc1/C=N/NC(=O)c1ccc(C)cc1	10
COc1cc(C(=O)Nc2cccc(-c3nc4ncccc4o3)c2)ccc1OCc1ccc(Cl)cc1	-1
O=C(CSc1nsc(SCC(=O)Nc2nccs2)n1)Nc1nccs1	-4
C=CCCCC(=O)Nc1ccccc1Br	4
Cc1ccccc1NS(=O)(=O)c1ccc(NC(=O)c2ccc([N+](=O)[O-])cc2)cc1	7
CC1=NN(C(=O)c2cccnc2)C(C)(O)C1(C)C (stereo unspecified)	6
CN(C)c1ccc(/C=c2\sc3nc4ccccc4n3c2=O)cc1	0
CCOC(=O)C1=C(C)N=c2s/c(=C\c3ccc(F)cc3)c(=O)n2C1c1cccs1 (stereo unspecified)	3
COc1cccc(CNCc2ccccc2[N+](=O)[O-])c1OC	-2
CC(C)(C)c1ccc(OCC(O)CS(=O)(=O)Cc2ccc(Cl)cc2)cc1 (stereo unspecified)	14
COc1cc(/C=N/NC(=O)CCN2CCCCC2)ccc1O	-3
O=[N+]([O-])c1ccc(/C(=C/C=Nc2ccccc2)Nc2ccccc2)cc1	-4
CCOCCOC(=O)C1=C(C)NC2=C(C(=O)CCC2)C1c1cccc(Cl)c1Cl (stereo unspecified)	5
COC(=O)CN(c1ccc(Br)cc1)S(=O)(=O)c1ccccc1	0
Cc1ccc(OCC(=O)Nc2ccc(Cl)c([N+](=O)[O-])c2)c(C)c1	8
COC(=O)CNC(=O)Cc1ccccc1[N+](=O)[O-]	7
Cc1ccc2c(Cl)c(C(=O)Nc3ccc(Br)cc3F)sc2c1	2
Cc1nc2sc(C(=O)c3ccc(Br)cc3)c(N)c2c(C)c1C	-3
O=C(CCCOc1ccccc1)Nc1cccc([N+](=O)[O-])c1	6
CCOC(=O)c1[nH]c2c(CC)cccc2c1CCN1C(=O)c2ccccc2C1=O	14

Fetched one by one from the list above, three records:
SMILES	ER stress surv
Cc1c(Cc2ccccc2)c(=O)oc2c(C)c(OCC(=O)N(C)C)ccc12	4
CCOc1ccc(C(=O)Nc2ccc(NC(=O)CC)cc2)cc1Cl	0
O=C(N/N=C/c1ccco1)c1cc(-c2ccc(Cl)cc2)n[nH]1	3

Next results
SMILES	ER stress surv
O=[N+]([O-])c1ccc(-c2nnc(-c3ccc(Br)o3)o2)cc1	6
COc1ccc(/C(O)=C/C(=O)C(=O)NCc2ccccc2)cc1	-2
CCCOC(=O)c1c(N)sc2c1CCCCC2	8
CCCN1C(=O)c2ccccc2NC1c1ccc(Cl)cc1 (stereo unspecified)	-5
CCOc1cc(/C=C2\SC(=S)N(CC(C)C)C2=O)ccc1O	0
CC(C)C(=O)N1N=C(c2ccc(Br)cc2)CC1(O)C(F)(F)F (stereo unspecified)	8
COc1cc(OC)c(CNc2ccc(C)c(C)c2)cc1Br	7
COc1cc(/C=N\N2CCN(c3ccccc3)CC2)ccc1O	7
O=C(NCc1ccccn1)C(=O)Nc1ccc(Cl)c(C(F)(F)F)c1	8
Cc1ccc(-c2cc(C(F)(F)F)n3nc(-c4ccccc4)cc3n2)cc1	1
COc1ccccc1/C=N/Nc1cc(N2CCCC2)nc(N2CCCC2)n1	-3
CCOC(=O)c1cccc(N/C(N)=N/c2nc(C(F)(F)F)cc(=O)[nH]2)c1	8
CCCC1=NN2C(=N)/C(=C/c3ccc4c(c3)OCO4)C(=O)N=C2S1	2
O=C1NC(=O)N(c2ccccc2)C(=O)/C1=C\c1ccc(Cl)cc1	6
O=C(CSc1n[nH]c(=O)[nH]c1=O)N/N=C/c1ccccc1	-5
O=C(NCCO)/C(=C\c1ccco1)NC(=O)c1cccs1	1
COc1cc(CN2CCN(C3CC4CCC3C4)CC2)cc(OC)c1OC (stereo unspecified)	-3
CCOc1ccc(N(CC(=O)N[C@@H]2CCCC[C@H]2O)S(C)(=O)=O)cc1	11
O=C(O)c1c(-c2ccccc2)oc2ccc(OCc3ccccc3)cc12	5
O=C(Cc1ccccc1)N1N=C(c2ccc([N+](=O)[O-])cc2)CC1(O)C(F)(F)F (stereo unspecified)	19
CCCCN1C(=O)C(=O)c2cc(Br)ccc21	-3
COc1ccccc1N(CC(=O)NCCSC)S(=O)(=O)c1ccccc1	9
CNC(=S)Nc1ccc(C23CC4CC(CC(C4)C2)C3)cc1	-11
Cc1ccc(S(=O)(=O)c2c(N)n(CCO)c3nc4ccccc4nc23)cc1	-2
Cc1ccc(C2=NC(=O)/C(=C/c3cc4c(cc3Br)OCO4)S2)cc1	7
C=CCn1c(SCC(=O)NCCCN2CCOCC2)nc2sc(C)c(C)c2c1=O	0
CCOc1ccc(Cl)cc1/C=C1/SC(=S)N(C)C1=O	5
COc1ccc(/C=C/C(=O)Nc2ccc(OC)c(OC)c2)cc1OC	3
CCN1CCN(S(=O)(=O)Cc2ccccc2)CC1	20
CCCN1C(=O)/C(=C/c2nc3ccccc3c(=O)n2-c2ccccc2[N+](=O)[O-])c2ccccc21	4
COc1cc(C=NN2CCN(Cc3ccccc3)CC2)cc(OC)c1OC	15
O=C(Cc1ccc(Br)cc1)NCC1CCCO1 (stereo unspecified)	5
CC1=NN(c2cccc(C(=O)O)c2)C(=O)/C1=C\c1ccc(O)c([N+](=O)[O-])c1	2
Cc1ccc(N2CCN(/N=C\c3ccccc3[N+](=O)[O-])CC2)cc1	4
CC1=NN(c2ccccc2)C(=O)/C1=C\c1cc([N+](=O)[O-])ccc1N(C)C	6
COc1ccc(C(=O)Nc2ccc(Br)cn2)cc1OC	-3
COc1ccc(C(=O)Nc2ccccc2C(=O)Nc2nc3ccccc3n2C)cc1	0
Clc1cc(Cl)c2nc3[nH]c4ccc(Br)cc4c3nc2c1	0
O=C1N=c2ccccc2=C1c1sc(Nc2ccc(F)cc2)nc1O	-1
COc1ccc(NC(=S)NC(=O)C23CC4CC(CC(C4)C2)C3)cc1	-6
C/C(=C/C(=O)c1ccc(Cl)cc1)Nc1cccc(O)c1	-6
COc1c(Cl)cc(Cl)cc1/C=C/c1cc(C(F)(F)F)[nH]c(=O)n1	25
Cc1cc(OCC(=O)Nc2ccc3oc(-c4cccnc4)nc3c2)cc(C)c1Cl	0
CC(=O)NCCOc1ccc(C(=O)O)cc1	4
CC(C)OC(=O)c1c(-c2ccc(Cl)cc2Cl)csc1N	5
CC(=O)Nc1cccc(NC(=O)c2ccc(Cl)c([N+](=O)[O-])c2)c1	-7
COc1ccc(-c2cc(C(F)(F)F)n3nc(C(=O)OC(C)C)cc3n2)cc1OC	5
COc1ccc(-c2nc3cc(NC(=O)c4ccc([N+](=O)[O-])cc4)ccc3o2)cc1Cl	3
Cc1ccc(-c2csc(NC(=O)C3C4CCC(C4)C3C(=O)O)n2)c(C)c1 (stereo unspecified)	-1
CC(C)(C)NCCOCCOc1cccc(Cl)c1Cl	-8
COc1cc([N+](=O)[O-])ccc1-c1ccc(/C=C(/C#N)C(=O)Nc2cccc(Br)c2)o1	-4
Cc1ccc(NS(=O)(=O)c2ccc3ccccc3c2)cc1Cl	-5
COc1ccc(C2CC(C(F)(F)F)n3ncc(C(=O)NCc4ccco4)c3N2)cc1OC (stereo unspecified)	-5

Only part of the results is shown. The share of hits here may be higher or lower than overall.
